Source: PubChem BioAssay (National Center for Advancing Translational Sciences (NCATS))
p53 reactivator – mutant p53 re-activation in reporter cells. H1299 p53-A138V BP100-luciferase reporter, luminescence, 24 h. 0.063% of 320,000 active. Potency, µM (titrated, usually from 92.2 µM), without a hit: at the highest dose activity change, positive = activation, usual class: activators. AID 504706; also: potency is read from the fitted curve at half-maximal effect; % of control where 0% means no effect; nearly all actives have a fitted effect of over 45% in size
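H1299 (p53-null), stable ts p53-A138V + BP100-Luc; 1000 cells/well, Opti-MEM/10% FBS; cpd 4 pt, 1:5; 24 h, 37 deg C, 5% CO2; detection reagent 10 min RT; luminescence.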
TRPV1 agonist – human TRPV1 agonism; Q8NER1; TRPV1-expressing cells, Fluo-8 calcium influx, agonist mode; activation, % at 8.33 µM; 0.19% of 320,000 active; AID 540275; in the data active = activation above about 80%; inconclusive = between about 30% and that limit; also: 0% is about no effect
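Fluo-8 calcium influx in TRPV1-expressing cells, kinetic read (ex 480/em 520 nm). Compound added and read 3 min for agonist activity, followed by capsaicin at EC20 final and 2 min further read for enhancement.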
Tb PFK inh – T. brucei PFK enzyme inhibition | Potency, µM (series often up to 57.5 µM), for the others: top-dose activity, negative = inhibition, most hits filed as inhibitors | T. brucei PFK, ADP-Glo luminescence | 0.17% of 330,000 active;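 also: potency is read from the fitted curve at half-maximal effect; 0% = uninhibited 1x PFK enzyme wells and -100% = no-enzyme wells; nearly all actives have a fitted effect of over 60% in size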
Target sequence (O15648 whole entry, looked up): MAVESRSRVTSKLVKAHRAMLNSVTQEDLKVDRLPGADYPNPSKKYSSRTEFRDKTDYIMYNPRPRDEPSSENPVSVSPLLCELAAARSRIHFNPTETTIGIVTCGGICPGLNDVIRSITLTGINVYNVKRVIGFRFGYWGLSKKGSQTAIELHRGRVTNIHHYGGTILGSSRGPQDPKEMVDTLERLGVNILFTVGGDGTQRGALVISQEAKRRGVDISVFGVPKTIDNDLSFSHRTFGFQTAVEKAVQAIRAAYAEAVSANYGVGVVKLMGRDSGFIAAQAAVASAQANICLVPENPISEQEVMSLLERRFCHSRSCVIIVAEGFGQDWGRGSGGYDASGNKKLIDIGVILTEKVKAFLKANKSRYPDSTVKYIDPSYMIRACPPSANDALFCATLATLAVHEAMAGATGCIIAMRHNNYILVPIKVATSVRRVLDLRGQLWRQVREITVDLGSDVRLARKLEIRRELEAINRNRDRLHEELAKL
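Luminescent ADP detection (ADP-Glo, two-step: ATP depletion then ADP-to-ATP conversion for luciferase) reported PFK activity after 45 min room-temperature reaction of 1.25 nM enzyme with 0.5 mM F6P and 0.1 mM ATP at pH 8.0.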
ELG1 repair inh – blocks ELG1-dependent DNA repair in HEK293T cells; HEK293T ELG1-luciferase reporter, luminescence, 16 h; DNA damage induced by 5-fluorouridine; Potency, µM (top dose mostly 46.1 µM), for inactives: at the top dose activity change, negative = inhibition, actives largely listed as inhibitors; 2.3% of 330,000 active; also: potency is read from the fitted curve at half-maximal effect; % is scaled to controls: 0 for no effect and ±100 for the full control effect; nearly all actives have a fitted effect of over 55% in size
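Step one: seed 2,000 cells per well. Step two: pin-transfer compound or DMSO alongside 5-fluorouridine. Step three: incubate 16 hr, 37 °C, 5% CO2. Step four: add ONE-Glo, wait 30 min, read luminescence.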
ELG1 genotox – induces genotoxicity in HEK293T cells with luciferase-tagged ELG1 | HEK293T ELG1-luciferase reporter, luminescence, 16 h | Potency, µM (series often up to 46 µM), for the others: at the top dose activity change, positive = activation, actives largely listed as activators | 1.3% of 330,000 active; also: potency is read from the fitted curve at half-maximal effect; % of control where 0% means no effect; nearly all actives have a fitted effect of over 60% in size
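HEK293T cells expressing luciferase-tagged ELG1 were exposed to compound or DMSO vehicle for 16 hr at 37 °C and 5% CO2. Luciferase activity was then measured with ONE-Glo after 30 min at room temperature.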
RORgamma inh – inhibitors of mouse ROR gamma transcriptional activity; 5.4% of 310,000 active; AID 2551; Potency, µM (titrated, usually from 53.6 µM), for the others: at the highest dose activity change, negative = inhibition, actives largely listed as inhibitors; P51450; Drosophila S2 Gal4-RORgamma UAS-luciferase reporter, 20 h; also: potency is read from the fitted curve at half-maximal effect; % is scaled to controls: 0 for no effect and ±100 for the full control effect; nearly all actives have a fitted effect of over 60% in size
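Drosophila S2 cells stably expressing Gal4-DBD/mouse RORγ fusion under metallothionein promoter plus UAS-luciferase; compound 1 h, then 700 uM CuSO4 induction for 20 h at ambient temperature; inhibition read as reduced luminescence.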
FLuc counter – firefly luciferase modulation, counter-screen for miR-21 project | P08659 | purified FLuc, Km substrates, luminescence inhibition | Potency, µM (titrated, usually from 57.5 µM), for the others: at the top dose activity change, negative = inhibition, usual class: inhibitors | 6.9% of 360,000 active;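 also: potency is read from the fitted curve at half-maximal effect; plate controls were vehicle for no effect and reference inhibitor for full effect; nearly all actives have a fitted effect of over 55% in size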
Target sequence (P08659 whole entry, looked up): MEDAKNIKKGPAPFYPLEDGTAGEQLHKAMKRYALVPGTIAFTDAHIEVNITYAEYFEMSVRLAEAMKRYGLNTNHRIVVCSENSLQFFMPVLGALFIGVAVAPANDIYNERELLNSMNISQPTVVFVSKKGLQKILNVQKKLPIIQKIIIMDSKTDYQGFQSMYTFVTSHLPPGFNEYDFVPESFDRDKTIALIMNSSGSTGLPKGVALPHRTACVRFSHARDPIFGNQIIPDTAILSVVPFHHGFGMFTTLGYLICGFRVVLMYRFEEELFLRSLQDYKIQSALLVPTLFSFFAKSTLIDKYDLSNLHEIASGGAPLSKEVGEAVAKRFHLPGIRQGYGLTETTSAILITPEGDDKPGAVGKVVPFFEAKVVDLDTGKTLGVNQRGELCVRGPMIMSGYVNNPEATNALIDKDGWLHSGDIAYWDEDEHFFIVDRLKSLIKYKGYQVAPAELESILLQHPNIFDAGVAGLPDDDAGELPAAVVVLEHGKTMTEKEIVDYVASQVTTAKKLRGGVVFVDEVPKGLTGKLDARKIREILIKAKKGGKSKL
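Purified P. pyralis luciferase (10nM final) with 10uM D-luciferin and 10uM ATP (Km levels) in 50mM Tris acetate pH 7.5, 10mM Mg acetate, 0.01% Tween-20, 0.05% BSA; qHTS 6-point titration, ~60 µM downward; luminescence read.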
Rab9 promoter act – Rab9 promoter activation. 2.8% of 320,000 active. Huh7 Rab9 promoter-luciferase reporter, luminescence, 24 h. Potency, µM (doses to about 9.22 µM), without a hit: at the top dose activation, negative = inhibition, actives largely listed as activators; also: potency is read from the fitted curve at half-maximal effect; % of control where 0% means no effect; nearly all actives have a fitted effect of over 60% in size
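Cell-based reporter: Huh7 stable for Rab9 promoter-driven luciferase, plated in reduced-serum medium with 10% FBS at 1500 cells/well, compound-treated 24 h at 37 °C, luminescence read after 10 min reagent.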
VP16 counter – counter-screen for ROR gamma inhibitors: Gal4-VP16 reporter; Drosophila S2 Gal4-VP16 UAS-luciferase, luminescence, 20 h; Potency, µM (series often up to 53.6 µM), for the others: at the highest dose activity, negative = inhibition, actives largely listed as inhibitors; 3.5% of 310,000 active;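 also: Gal4-VP16 expression switched on by copper sulfate through the metallothionein promoter; potency is read from the fitted curve at half-maximal effect; % is scaled to controls: 0 for no effect and ±100 for the full control effect; nearly all actives have a fitted effect of over 50% in size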
BRCA1 expr up – increases BRCA1 expression; MCF7-BRCA1-FFLuc reporter, luminescence, 48 h; response scale: scaled: vehicle 0%, 10 µM genistein 100%; Potency, µM (series often up to 46.1 µM), inactives show at the top dose activation, most hits filed as activators; 1.1% of 380,000 active; also: potency is read from the fitted curve at half-maximal effect; nearly all actives have a fitted effect of over 80% in size; some results filed as inactive show a strong effect at the top dose
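First, MCF7-BRCA1-FFLuc cells (2000/well) attach for 2 h; next, compounds are pin-added and incubated 48 h at 37 °C; finally, luciferase reagent is added and luminescence read after 15 min.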
NPC1 promoter act – activates the NPC1 promoter. Huh7 NPC1 promoter luciferase reporter, 24 h. Potency, µM (top dose mostly 9.22 µM), for the others: at the top dose activation, hits mostly activators. 2.4% of 320,000 active. AID 485313;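 also: potency is read from the fitted curve at half-maximal effect; % of control where 0% means no effect; nearly all actives have a fitted effect of over 60% in size; reporter is driven by a mutant NPC1 promoter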
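Cells: Huh7 expressing luciferase under the NPC1 promoter, 1500/well. Seeded 2 h, compound added, incubated 24 h at 37 °C. Luciferase reagent, 10 min ambient, then luminescence.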
* = called active by the depositor; ? = inconclusive; . = no result given; & = joins results of further samples; [ ] = another dose, or the depositor's remark. Unless noted, calls follow the shape of the dose curve; as a rule, active = well fitted curve in the direction sought with a large enough effect; inconclusive = small, poorly fitted or top-dose-only effect, or another doubt; inactive = no such curve, though single readings can be large; an effect the other way counts as inactive or inconclusive. Rows were taken by chance; 15% or so of the library scored in one or more.

SMILES | p53 reactivator | TRPV1 agonist | Tb PFK inh | ELG1 repair inh | ELG1 genotox | RORgamma inh | FLuc counter | Rab9 promoter act | VP16 counter | BRCA1 expr up | NPC1 promoter act
CCCN(Cc1ccc(N(CC)CC)cc1)CC1CC1 | -5% | 0 | 2% | -6% | -1% | -20% | 8% | 3% | -1% | -15% | 0%
CC1c2cccn2CCN1S(=O)(=O)c1ccc(F)cc1 (centres undefined) | 3% | 4 | 1% | 12% | 2% | . | 5% | 1% | . | 8% | -3%
CC(C)CC(NC(=O)C(CC(C)C)NC(=O)OC(C)(C)C)C(N)=O (centres undefined) | -9% | 4 | -2% | -3% | -4% | -6% | -1% | -2% | -2% | -10% | -2%
CCOC(=O)Nc1ccc2c(c1)nc(CN1CCCCC1)n2C | 11% | -2 | 2% | 4% | 2% | -28% | -17% | -3% | 10% | . | 0%
Cc1ccc(N=Cc2cc(C)n(C3CCCC3)c2C)cc1 | 7% | 1 | 1% | 21% | 0% | -2% | 11µM* | -6% | -2% | 0% | 6%
CC(C)NC(=O)COC(=O)c1cc(=O)[nH]c2ccccc12 | -1% | 3 | 2% | 17% | -2% | -1% | -3% | -3% | 1% | 0% | -3%
CCCc1nc2oc3cc(OC)ccc3c(=O)c2c(=O)n1CCc1ccccc1 | -3% | 18 | 1% | ? | -9% | 17% | 2% | -5% | -8% | -1% | -1%
C(#Cc1ccccc1)CN1CCN(c2ccccn2)CC1 | 3% | 7 | 1% | 13% | 4% | 17% | 0% | 3% | -4% | 44%&17% | 9%
CC(C)C(=O)NC(c1ccc([N+](=O)[O-])cc1)c1c(O)ccc2ccccc12 (centres undefined) | -8% | 1 | 0% | ? | -12% | ? | -4% | -3% | 13µM* | -46% | -3%
O=C(C(Sc1ccccc1)c1ccc(Br)cc1)N1CCOCC1 (centres undefined) | -6% | 28 | -1% | 1% | -3% | -16% | 3% | 0% | -11% | 37% | -2%
COc1ccccc1N(CC(=O)Nc1ccccc1C(=O)NC(C)C)S(C)(=O)=O | -7% | 0 | -1% | 3% | -3% | -8% | 8% | 2% | -2% | -10% | -1%
COCCn1nnnc1C1(N(Cc2cc3cc(C)ccc3[nH]c2=O)CC2CCCO2)CCN(C)CC1 (centres undefined) | 7% | -3 | -1% | 10% | 3% | 5% | 15% | 0% | 13% | -4% | -3%
O=C(CS(=O)c1ccccc1[N+](=O)[O-])Oc1ccc(Br)cc1 (centres undefined) | 2% | ? | -9% | -3% | 0% | 3% | -16% | -1% | -19% | -24% | 8%
O=C(NC1CC1)C1=C[C@@H](c2c[nH]c3ccccc23)C[C@@H](OCCCCO)O1 | 5% | 1 | 4% | 8% | 6% | 15% | -2% | -6% | 6% | -35% | 0%
CC(OC(=O)[C@@H]1CCCN1C(=O)c1cccs1)C(=O)Nc1cccc([N+](=O)[O-])c1 (some centres undefined) | 5% | . | 3% | 13% | 3% | . | . | . | . | -8% | .
COc1ccccc1CNC(=O)C1CCC(CNc2c(N3CCC(C)CC3)c(=O)c2=O)CC1 (centres undefined) | -4% | 18 | -5% | 4% | 1% | -9% | 4% | -4% | 2% | 1% | 3%
COc1cccc(CNC(=O)COC(=O)/C(C#N)=C/c2ccc(N(C)C)cc2)c1 | -9% | 9 | 1% | 8% | 4% | . | 0% | 1% | . | 8% | 2%
N/C(Cn1nnc(-c2ccccc2)n1)=N\O | 6% | 0 | 0% | -4% | 1% | -28% | -3% | -3% | -1% | -5% | -2%
Cc1ccc2[nH]c(C)c(CCNC(=O)C3CCCCC3C(=O)OCC(F)(F)F)c2c1 (centres undefined) | -8% | 17 | -1% | -20% | -2% | 21% | 0% | 1% | 18% | -23% | -7%
O=C(CSc1nncc2ccccc12)Nc1ccccc1 | -3% | -2 | 3% | 5% | 0% | 5% | 17µM* | 0% | 1% | -5% | -1%
CN(C(=O)CN1CCN(c2ccccc2F)CC1)C1CCCc2ccccc21 (centres undefined) | -6% | 0 | 3% | -11% | -7% | 7% | 0% | 0% | -2% | -5% | 0%
COC(=O)c1cc(C(=O)Nc2nnc(CC(C)(C)C)s2)cc([N+](=O)[O-])c1 | 0% | -1 | 1% | -2% | -5% | 8.9µM* | -6% | -1% | 8.9µM* | -16% | 0%
Cc1[nH]c2nc3ccccc3n2c(=O)c1CCC(C)C | . | 7 | -2% | 0% | 3% | 38%[1.91 µM] | -1% | 6% | 5% | -11% | 0%
CCOC(=O)CCCCC(=O)c1[nH]c(=O)[nH]c1Cn1cnc2ccccc21 | -1% | 2 | 0% | 3% | 0% | -36% | 4% | -3% | 0% | 0% | -3%
Cc1ccc(N2C(=S)NC3c4ccccc4OC2(C)C3C(=O)N(C)C)cc1 (centres undefined) | 5% | 0 | 0% | -9% | 7% | ? | -1% | 1% | 0% | -28% | 0%
Nc1nonc1-c1nc2ccccc2n1CC(=O)NC1CCCC1 | -4% | 2 | 1% | 10% | 1% | 1% | -3% | 10% | 2% | -23% | -1%
CCC(=O)c1ccc(OCC(=O)OCC(=O)N2CCN(c3ccc(OC)cc3)CC2)cc1 | 0% | -4 | -1% | 16% | -7% | . | 1% | 10% | . | 6% | -1%
CC(C)C1C(=O)NC(=S)N1S(=O)(=O)c1ccc(C(C)(C)C)cc1 (centres undefined) | -3% | 1 | -1% | 3% | -6% | -21% | -17% | 1% | 7% | 3% | 1%
O=S(=O)(NC(=NC1CCCC1)C(F)(F)F)c1ccccc1 | -2% | -2 | 2% | 8% | 2% | 2% | 3% | 4% | -16% | 6% | 1%
O=C(COc1ccc(F)cc1)N1CCCCCCC1 | -6% | 3 | -1% | 10% | 3% | 14% | 1% | -3% | 23% | 16% | -1%
COc1ccccc1/C=C1/C(=O)N(c2ccc([N+](=O)[O-])cc2)N=C1C | . | 3 | 2% | -2% | 3% | -2% | ? | 4% | -9% | 16% | 0%
Cc1sc2nc(SCC(=O)N3CCCCC3)[nH]c(=O)c2c1C | -9% | 15 | -1% | 18% | 7% | 12% | 3% | -3% | -10% | 0% | 1%
CC(C)C[C@H](NC(=O)c1nc[nH]c1C(=O)NCCCCCN)C(=O)OCc1ccccc1 | 0% | . | 16% | 17% | 0% | . | . | . | . | -2% | .
COc1cc(Cl)c(S(=O)(=O)n2cnc(C)c2)cc1Cl | -4% | -3 | 1% | 15% | 2% | ? | 0% | 0% | -24% | -1% | -6%
Cc1ccccc1N1CC(C(=O)Nc2ccc(S(=O)(=O)N3CCOCC3)cc2)CC1=O (centres undefined) | 1% | 1 | 6% | -11% | -6% | 9% | 1% | 0% | -2% | 1% | 2%
CC(=O)Nc1ccc(S(=O)(=O)N2CCc3ccccc3C2CC(=O)O)cc1 (centres undefined) | -4% | -3 | -1% | 13% | 1% | -14% | 1% | -5% | 2% | -11% | 2%
O=C(c1sc2cc([N+](=O)[O-])ccc2c1Cl)N1CCOCC1 | -1% | 0 | 0% | -1% | 4% | 17% | 4% | -6% | -1% | -1% | -4%
C=CCOC(=O)c1c(C)nc2cc3c(cc2c1C)OCO3 | ? | 11 | 3% | ? | 7% | ? | 17µM* | 24% | 4% | 21% | 19%
CSc1ccc(NC(=O)N2CCC(C(=O)c3ccc(F)cc3)CC2)cc1 | 8% | ? | 1% | ? | -22% | 8% | -18% | 4% | 0% | -7% | 2%
CN(Cc1ccccc1O)CC1CCCN(CCc2ccc(Cl)cc2)C1 (centres undefined) | -4% | 2 | 1% | -11% | -7% | -28% | -1% | 1% | 3% | -15% | -1%
O=C(N/N=C/c1ccc([N+](=O)[O-])o1)c1cc2c(ccc3ccccc32)o1 | 7% | 3 | -4% | 16% | 2% | 3% | -8% | -4% | ? | 31% | -22%
O=C(NCc1cccs1)c1cnc(Cl)c(Cl)c1 | 2% | 13 | -4% | 8% | -1% | 24% | -9% | -5% | 15% | 23% | 0%
CCc1ccc(/C=N/N2CCN(c3ccccn3)CC2)cc1 | 11% | 6 | 1% | ? | 10% | 11% | ? | 27% | 13% | 13µM* | ?
O=C(Cc1ccc(-c2ccccc2)cc1)Nc1ncccc1O | ? | 9 | 1% | ? | ? | ? | 15µM* | ? | ? | 24% | ?
